LYPLA1 counter – counter-screen for PME1 inhibitors: inhibitors of human LYPLA1. hit rate 0.16% among 320,000. recombinant LYPLA1, FP-Rh probe fluorescence polarization. O75608. inhibition, % at 5.9 µM;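 active = inhibition above the mean of all tested compounds plus 3 SD, set per campaign, cut at about 14% in these data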;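 also: inhibitors block serine hydrolase probe labeling of LYPLA1 so polarization falls; 0% = enzyme with DMSO and 100% = wells lacking LYPLA1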
GSTO1 counter – blocks human GSTO1 in RBBP9 counter-screen; P78417; recombinant GSTO1, activity-based probe fluorescence polarization; inhibition, % at 5.96 µM; hit rate 1.1% among 300,000;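 active = inhibition above the campaign mean inhibition plus 3 SD, cut at about 35% in these data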;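 also: 0% = GSTO1-1 with DMSO and 100% = wells lacking GSTO1-1 enzyme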
Target sequence (P78417 whole entry, looked up): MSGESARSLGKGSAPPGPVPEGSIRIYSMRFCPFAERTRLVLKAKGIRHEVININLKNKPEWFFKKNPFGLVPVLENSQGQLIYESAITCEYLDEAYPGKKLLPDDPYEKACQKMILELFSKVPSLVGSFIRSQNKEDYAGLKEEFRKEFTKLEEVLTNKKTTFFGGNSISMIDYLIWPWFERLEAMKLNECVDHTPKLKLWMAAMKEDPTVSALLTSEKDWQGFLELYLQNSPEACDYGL
pPAFAH inh – pPAFAH (human) enzyme inhibition; Q13093; recombinant pPAFAH, FP-rhodamine probe fluorescence polarization; inhibition, % at 3.39 µM; hit rate 1.5% among 330,000;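 active = inhibition above the mean inhibition across the screen plus 3 SD, cut at about 25% in these data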;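 also: inhibitors block binding of the rhodamine activity-based probe so polarization drops; 0% = enzyme with DMSO and 100% = wells lacking pPAFAH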
PAFAH1B3 FP inh – blocks human PAF acetylhydrolase 1B catalytic subunit 3. Q15102. recombinant PAFAH1B3, FP-rhodamine probe, fluorescence polarization. inhibition, % at 3.39 µM. hit rate 0.28% among 340,000. AID 492972;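 active = inhibition above the screen-wide average of all tested compounds plus 3 SD, cut at about 25% in these data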;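 also: 0% = enzyme with DMSO only and 100% = wells lacking PAFAH1B3 protein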
LYPLA2 inh – blocks human lysophospholipase 2, a PME1 counter-screen. AID 2177. hit rate 0.38% among 320,000. recombinant LYPLA2, FP-Rh probe fluorescence polarization. inhibition, % at 5.9 µM. O95372;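 active = inhibition above the screen-wide mean plus 3 SD, limit set per campaign, cut at about 26% in these data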;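 also: 0% = LYPLA2 with DMSO and 100% = wells lacking LYPLA2 enzyme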
PAD4 FP inh – PAD4 (human) enzyme inhibition | Q9UM07 | recombinant PAD4, RCA probe fluorescence polarization | inhibition, % at 6.36 µM | hit rate 0.41% among 330,000;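 active = percent inhibition above a cutoff equal to the mean of all tested compounds plus 3 SD, cut at about 15% in these data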;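 also: 0% = PAD4 with RCA probe and DMSO and 100% = probe without PAD4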
Target sequence (Q9UM07 whole entry, looked up): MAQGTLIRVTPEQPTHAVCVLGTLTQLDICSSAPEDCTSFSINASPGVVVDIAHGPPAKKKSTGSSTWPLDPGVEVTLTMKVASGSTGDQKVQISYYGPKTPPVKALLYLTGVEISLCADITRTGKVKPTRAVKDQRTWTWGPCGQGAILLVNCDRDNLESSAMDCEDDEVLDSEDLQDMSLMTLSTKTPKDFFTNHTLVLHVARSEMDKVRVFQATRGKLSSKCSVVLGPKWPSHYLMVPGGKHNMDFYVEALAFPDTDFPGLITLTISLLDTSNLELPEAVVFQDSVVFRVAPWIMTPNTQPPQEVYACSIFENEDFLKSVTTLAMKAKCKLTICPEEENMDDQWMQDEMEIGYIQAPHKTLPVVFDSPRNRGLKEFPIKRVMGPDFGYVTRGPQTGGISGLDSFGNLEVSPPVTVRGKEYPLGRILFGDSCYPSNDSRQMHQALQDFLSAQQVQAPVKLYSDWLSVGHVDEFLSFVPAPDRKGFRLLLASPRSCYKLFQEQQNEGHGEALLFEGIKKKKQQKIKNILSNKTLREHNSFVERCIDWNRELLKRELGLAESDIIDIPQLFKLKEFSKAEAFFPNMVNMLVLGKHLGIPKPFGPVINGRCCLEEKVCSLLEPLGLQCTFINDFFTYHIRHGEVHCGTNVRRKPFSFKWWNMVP
PAFAH2 FP inh – inhibitors of human PAFAH2; Q99487; recombinant PAFAH2, FP-rhodamine activity probe, fluorescence polarization; inhibition, % at 3.39 µM; hit rate 0.99% among 340,000; AID 492956;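 active = inhibition above the mean over all tested compounds plus 3 SD, cut at about 30% in these data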;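 also: inhibitors block probe labeling of enzyme so polarization drops; 0% = enzyme with DMSO and 100% = wells lacking PAFAH2 protein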
PME-1 primary – PME-1 (human) inhibition | Q9Y570 | recombinant PME-1, FP-Rh probe fluorescence polarization | inhibition, % at 5.9 µM | hit rate 0.53% among 320,000 | AID 2130;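 active = inhibition above the campaign mean of all compounds plus 3 SD, cut at about 26% in these data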;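 also: competitive labeling of PME-1 active site by serine hydrolase directed probe; 0% = PME-1 with DMSO and 100% = wells lacking PME-1 enzyme; inhibitors block probe labeling so polarization falls and inhibition rises; many of its hits are not listed in these tables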
PAFAH1B2 inh – PAFAH1B2 (human) inhibition. P68402. recombinant PAFAH1B2, FP-rhodamine activity probe, fluorescence polarization. inhibition, % at 3.39 µM. hit rate 1.2% among 340,000;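 active = inhibition above the mean of all tested compounds plus 3 SD, cut at about 24% in these data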;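 also: 0% = enzyme with DMSO and 100% = wells lacking PAFAH1B2; many of its hits are not listed in these tables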
* = called active by the depositor; · = no result given. Only part of the results is shown. The share of hits here may be higher or lower than overall.

SMILES	LYPLA1 counter	GSTO1 counter	pPAFAH inh	PAFAH1B3 FP inh	LYPLA2 inh	PAD4 FP inh	PAFAH2 FP inh	PME-1 primary	PAFAH1B2 inh
C#CCOCCOCCOCCNc1nc(N2CCN(C(=O)CCCCCCCCCCNC(=O)Cn3cc(C[C@@H](C)O)nn3)CC2)nc(N2CCN(C(=O)CCCCCCCCCCNC(=O)[C@H](CCCCN)n3cc(CCCC(=O)O)nn3)CC2)n1	-6	-7	25*	-12	6	-5	-4	-1	-3
O=C(CSc1nnc(-c2ccc(Br)cc2)o1)Nc1cccc2ccccc12	-1	2	1	5	0	1	-13	-3	-1
CC(=O)N1C(=O)C2(Nc3ccccc3N2)c2ccccc21	5	0	7	2	3	1	4	-5	4
CCOC(=O)/C(=N/Nc1ccccc1)N1CCCc2ccccc21	0	0	9	7	3	-4	1	4	-3
CCCCOc1cccc(-c2nnc(NC(=O)CSc3ccc(C)cc3)s2)c1	-1	2	6	-3	1	1	-1	4	-4
COc1ccc(-c2noc(CNS(=O)(=O)c3ccccc3)n2)cc1	0	14	3	-3	-1	0	2	-4	-1
COc1ccc(OC)c(NC(=O)NCCc2cccc(Cl)c2)c1	-5	-13	9	6	-8	-5	11	3	12
Cc1cc(C)cc(NC(=S)N2CCN(c3ncc(C(F)(F)F)cc3Cl)CC2)c1	-1	-2	4	6	0	2	10	-2	2
Cn1cccc1C(=O)NCc1ccc(S(N)(=O)=O)cc1	2	1	5	-4	-2	0	2	-2	2
CC(=O)Nc1cccc(C(=O)NCC2(N3CCCCC3)CCCCC2)c1	0	3	3	0	2	-1	2	-6	5
Cc1cc(N/N=C/c2ccc(O)cc2)c2cccc(C)c2n1	-4	10	3	3	-2	1	9	-15	5
CCCCN(C(=O)Oc1ccccc1)C1CCS(=O)(=O)C1 (stereo not given)	5	3	2	3	10	4	-2	0	-2
CCCCCN(C(=O)CCC(=O)OCc1cccc(C)c1)c1c(N)n(CCCC)c(=O)[nH]c1=O	3	-8	2	1	7	3	2	2	5
COc1cccc(Oc2cn[nH]c2-c2ccc(OC)cc2O)c1	-3	-8	13	16	-1	-3	1	4	3
COc1ccccc1C(=O)N/C(=C/c1ccccc1)C(=O)NC(CCSC)C(=O)O (stereo not given)	-1	-4	-4	0	-1	-3	0	1	1
O=C(NC(=S)Nc1ccc(Br)cn1)c1cccnc1	1	-5	-2	8	-5	0	0	-2	1
COC(=O)C1=C(C)NC(C)=C(C(=O)OC)C1C1CC=CCC1 (stereo not given)	-3	-8	1	9	-11	2	11	-2	0
Cc1cccc(C(=O)N[C@H](C(=O)Nc2ccc(C)c(S(=O)(=O)N3CCOCC3)c2)C(C)C)c1	·	·	-4	9	·	-4	2	·	4
CCC(C)(C)C1CCc2c(sc(N)c2C(N)=O)C1 (stereo not given)	-1	-7	8	0	-2	-12	5	-2	10
CN(C)C(=O)COC(=O)/C=C/c1ccccc1[N+](=O)[O-]	3	1	2	3	5	-5	3	6	1
O=C(Cn1c(-c2cncs2)nc2ccccc21)NCCc1ccccc1	-5	-6	-3	2	-6	-1	3	-5	0
CCOc1ccc(N(CC(=O)NC2CCCCCC2)S(=O)(=O)c2ccccc2)cc1	0	1	4	4	0	5	3	0	2
Cn1nnnc1SCC(=O)Nc1ccc(Br)cc1Br	·	·	-7	0	·	1	4	·	2
CCn1nc(NS(=O)(=O)c2ccc(NC(C)=O)cc2)c2cc3ccc(C)cc3nc21	0	-5	13	3	4	-6	4	-3	-2
COc1ccccc1C(O)(C(=O)NN(C(=O)c1ccccc1)c1ccccc1C)c1cccs1 (stereo not given)	2	4	8	-4	-3	-3	-4	-1	9
O=C(Cn1ncc2c3ccccc3n(Cc3ccccc3F)c2c1=O)N1CCN(c2ccccn2)CC1	-5	4	16	-7	5	-5	-5	-5	3
CC(=O)Nc1ccc(S(=O)(=O)NCCC(=O)Nc2ncccc2C)cc1	-2	0	3	2	1	-2	1	-2	11
NC(=O)c1ccc(NC(=O)COC(=O)/C=C/c2cccs2)cc1	0	-1	-1	6	5	-7	17	3	1
Cc1ccc(C(=O)c2c3ccccc3[n+]([O-])n2CCO)cc1	0	6	-1	-6	-2	-2	-16	0	-2
CC(C)Oc1cccc(C(=O)Nc2ccc(N3CCN(S(C)(=O)=O)CC3)cc2)c1	0	2	-1	0	-2	-1	-5	-5	4
Cn1c(=O)[nH]c(=O)c2c1nc(N1CCC(Cc3ccccc3)CC1)n2Cc1ccccc1	0	-5	-1	3	-1	0	1	4	5
COc1ccc(OC)c(NC(=O)CCNC(=O)c2ccco2)c1	0	-1	-4	2	-11	1	4	-3	2
CCOc1ccc(CN(C)CC(=O)NCc2ccccc2Cl)cc1	5	-1	6	5	6	-4	0	10	0
CN(C)CCCNc1oc(-c2ccccc2Cl)nc1S(=O)(=O)c1ccccc1	1	·	-4	6	-4	0	4	-1	2
COc1ccc(/C=N/n2cnc3c([nH]c4ccccc43)c2=O)cc1COc1ccccn1	-1	-2	5	·	0	-1	·	2	·
C#CCOCCOCCOCCNc1nc(N2CCN(C(=O)C([C@@H](C)CC)n3cc(C(N)CO)nn3)CC2)nc(N2CCN(C(=O)C([C@@H](C)CC)n3cc(C(N)COC(=O)C(F)(F)F)nn3)CC2)n1 (stereo not given in full)	-2	6	-1	·	3	2	·	1	·
Cc1nc2sccn2c(=O)c1S(=O)(=O)N1CCN(c2cccc(C(F)(F)F)c2)CC1	-2	-14	3	-15	0	-3	8	7	-9
O=C(CCCN1C(=O)c2cccc3cccc(c23)C1=O)N1CCN(c2ccc(F)cc2)CC1	11	-8	8	2	54*	-3	5	4	11
Cc1ccccc1C(=O)NN1C(=O)CSC1=S	-4	7	-9	-3	-12	-26	-4	-8	-1
CC(=O)N1c2ccc3ccccc3c2C(C)CC12CCCCC2 (stereo not given)	0	-8	-3	5	5	-2	4	-4	4

Grouped by structure, the entries above with an aryl thioether with sulfur outside any ring (three)
SMILES	LYPLA1 counter	GSTO1 counter	pPAFAH inh	PAFAH1B3 FP inh	LYPLA2 inh	PAD4 FP inh	PAFAH2 FP inh	PME-1 primary	PAFAH1B2 inh
O=C(CSc1nnc(-c2ccc(Br)cc2)o1)Nc1cccc2ccccc12	-1	2	1	5	0	1	-13	-3	-1
CCCCOc1cccc(-c2nnc(NC(=O)CSc3ccc(C)cc3)s2)c1	-1	2	6	-3	1	1	-1	4	-4
Cn1nnnc1SCC(=O)Nc1ccc(Br)cc1Br	·	·	-7	0	·	1	4	·	2

Structures shown so far with an NH in an aromatic ring (4):
SMILES	LYPLA1 counter	GSTO1 counter	pPAFAH inh	PAFAH1B3 FP inh	LYPLA2 inh	PAD4 FP inh	PAFAH2 FP inh	PME-1 primary	PAFAH1B2 inh
CCCCCN(C(=O)CCC(=O)OCc1cccc(C)c1)c1c(N)n(CCCC)c(=O)[nH]c1=O	3	-8	2	1	7	3	2	2	5
COc1cccc(Oc2cn[nH]c2-c2ccc(OC)cc2O)c1	-3	-8	13	16	-1	-3	1	4	3
Cn1c(=O)[nH]c(=O)c2c1nc(N1CCC(Cc3ccccc3)CC1)n2Cc1ccccc1	0	-5	-1	3	-1	0	1	4	5
COc1ccc(/C=N/n2cnc3c([nH]c4ccccc43)c2=O)cc1COc1ccccn1	-1	-2	5	·	0	-1	·	2	·

(more compounds)
SMILES	LYPLA1 counter	GSTO1 counter	pPAFAH inh	PAFAH1B3 FP inh	LYPLA2 inh	PAD4 FP inh	PAFAH2 FP inh	PME-1 primary	PAFAH1B2 inh
CN(C)C(=O)CCc1ccc2c3c([nH]c2c1)[C@]1(CCc2ccccc2)[C@@H](C(=O)N2CCCCC2)C[C@H](CC(=O)NC(C)(C)C)C(=O)N1CC3	·	·	-2	-3	·	0	-4	·	0
O=C(CNCc1ccccc1Cl)Nc1cc(S(=O)(=O)N2CCOCC2)ccc1Cl	·	·	11	-1	·	-4	4	·	10
O=C(O)CNC(=O)c1ccc(OC(F)F)cc1	2	0	4	5	-1	-6	10	2	2
Cc1cc(C)nc(SCc2c(F)cccc2Cl)n1	-1	6	2	5	7	-1	-1	-1	0
Cc1c(OCC(=O)NC2CC(C)(C)NC(C)(C)C2)ccc2c3c(c(=O)oc12)CCC3	4	-4	-2	1	8	1	3	-1	5
COc1ccccc1N1CCN(S(=O)(=O)CCNC(=O)C2CCCCC2)CC1	1	-6	-4	-6	-5	-5	4	-1	-4
CCc1ccc(-c2cc(C(=O)N/N=C/c3ccccn3)[nH]n2)cc1	-11	-36	10	11	-10	-3	-8	-37	10
O=C(CC(NC(=O)C(F)(F)F)c1ccccc1)Nc1nnc(CCc2ccccc2)s1 (stereo not given)	-14	-13	-7	-24	-25	-9	-25	-34	-5
Cc1ccc(C(=O)N2CCC3(CC2)Oc2ccc(F)cc2C(=O)C32CC(c3ccccc3)=NO2)s1 (stereo not given)	-4	-5	4	-2	-6	0	-3	-4	-1
COc1ccc(N2CCN(C(=O)CN3CCN(c4nc(-c5ccc(F)cc5)cs4)CC3)CC2)cc1	0	3	5	5	4	0	3	5	2
CCCCn1c(N)c(N(CCC(C)C)C(=O)C2CC(=O)N(CCc3ccc(OC)c(OC)c3)C2)c(=O)[nH]c1=O (stereo not given)	0	7	7	6	3	1	8	-2	5
Cc1ccc(C(=O)OCc2nc(N)nc(Nc3ccccc3C)n2)cc1	-2	-1	7	16	-1	-1	-1	2	9
Cc1cnc(C(=O)OCC(=O)N=c2sccn2Cc2ccccc2Cl)cn1	-4	5	6	-2	1	-1	2	-3	7
CCc1noc(C)c1C(=O)Nc1nc2ccc(OC)cc2s1	-4	12	-1	-5	-3	-2	5	3	-2

Screening results deposited in PubChem by The Scripps Research Institute Molecular Screening Center.
